Assay outcomes from PubChem BioAssay.
HIV RNase H inh – blocks HIV-1 RNase H cleavage of RNA/DNA duplex; P04585; RT-RNase H RNA/DNA duplex cleavage, fluorescence; inhibition, % at 10 µM; hit rate 1.9% among 65,000; AID 565; in the data active means inhibition above about 50%
RmlCD inh mix – inhibitors of RmlC and RmlD coupled enzymes; RmlC/RmlD coupled enzyme inhibition, 384-well mixture HTS; inhibition, % at 5.5 µM; hit rate 0.39% among 110,000; AID 1532; in the data active means inhibition above about 30%, passing the limit was not always enough; further: strong numbers were not always called active
* marks the source's active call; other numbers are inactive results; · = not tested or not shown. The list is partial; the hit share may differ from the screen's.

SMILES	HIV RNase H inh	RmlCD inh mix
Cc1cc(C)n(CC2CC(=O)N(c3ccc(C)c(Cl)c3)C2=O)n1 (centres undefined)	-7.8	·
CCN=c1scc(C)n1/N=C/c1ccc(O)c(O)c1O	·	-11.5
CCCCCC/C=C/c1ccc([C@H]2[C@H]3C=CC[C@@H](C)[C@@H]3C(=O)N2Cc2ccccc2)c(F)c1	·	-7.1
COc1ccccc1CN1CC(C(=O)NCc2cccnc2)CC1=O (centres undefined)	1.4	-11.1
O=C(c1ccccc1)c1cc2ccccc2o1	-31.3	5.2
CSCCC(NC(=O)OC(C)(C)C)C(=O)NC(C(=O)NC(CC(C)C)C(N)=O)C(C)C (centres undefined)	·	15.1
Cc1cc(N2C(=O)C(=O)/C(=C(/O)c3ccc(Cl)cc3)C2c2cccc(Br)c2)no1 (centres undefined)	2.0	-1.7
Cc1ccc(Cl)cc1N1CCN(Cc2nc3c(c(=O)[nH]c(=O)n3C)n2Cc2ccccc2F)CC1	41.0	·
CCOc1ccc(OCC)c(NC(=O)C2COc3ccccc3O2)c1 (centres undefined)	5.9	12.6
CCOc1ccccc1NC(=O)c1ccoc1C	·	3.9
COc1cccc2cc(C(C)N(CCCN3CCOCC3)C(=O)Nc3ccccc3)oc12 (centres undefined)	-12.8	·
Cc1nc2ccccc2c2oc(C(=O)N3CCN(C4CCCCC4)CC3)cc12	1.5	-7.8
CN(C)/C=C1\C=C(c2ccccc2)OC1=O	-1.2	-10.3
Cc1nc(SCC(=O)Nc2ccccc2C(F)(F)F)c2c(=O)n(C)c(=O)n(C)c2n1	8.1	·
CCOC(=O)CSC1=C(C#N)C(c2ccccc2)C(C(C)=O)=C(C)N1 (centres undefined)	2.6	5.3
O=C(Cn1cnc2c(cnn2-c2ccccc2)c1=O)OCc1ccccc1	-0.3	-3.5
COC(=O)c1ccc(C(=O)OC)c(NC(=O)COC(=O)C2CCC(C(C)(C)C)CC2)c1 (centres undefined)	·	1.4
COC(=O)c1c(NC(=O)C2c3ccccc3Oc3ccccc32)sc(C)c1C	·	-17.9
CCn1c(CNc2ccccc2Cl)nnc1SCC(=O)OC1CCCCC1	-10.7	-0.7
CSC1=C(C#N)C(c2ccccc2Cl)C2=C(N1)c1ccccc1C2=O (centres undefined)	·	4.2

Overlap with the part before: seven entries; new compounds follow.
SMILES	HIV RNase H inh	RmlCD inh mix
Cc1nc(SCC(=O)Nc2ccccc2C(F)(F)F)c2c(=O)n(C)c(=O)n(C)c2n1	8.1	·
CCOC(=O)CSC1=C(C#N)C(c2ccccc2)C(C(C)=O)=C(C)N1 (centres undefined)	2.6	5.3
O=C(Cn1cnc2c(cnn2-c2ccccc2)c1=O)OCc1ccccc1	-0.3	-3.5
COC(=O)c1ccc(C(=O)OC)c(NC(=O)COC(=O)C2CCC(C(C)(C)C)CC2)c1 (centres undefined)	·	1.4
COC(=O)c1c(NC(=O)C2c3ccccc3Oc3ccccc32)sc(C)c1C	·	-17.9
CCn1c(CNc2ccccc2Cl)nnc1SCC(=O)OC1CCCCC1	-10.7	-0.7
CSC1=C(C#N)C(c2ccccc2Cl)C2=C(N1)c1ccccc1C2=O (centres undefined)	·	4.2
C=CCN=C(NC#N)SCCc1ccccc1	-2.4	-0.9
O=C(C1CCCN(Cc2cccs2)C1)N1CCCCCC1 (centres undefined)	-5.1	-0.9
COCCCN1C(=O)c2ccc(C(=O)Nc3ccc(OC)cc3OC)cc2C1=O	5.8	3.6
N/C(=N\c1nc2ccccc2o1)NC(=O)C(Cc1ccccc1)N1C(=O)c2ccccc2C1=O (centres undefined)	32.9	10.6
O=[N+]([O-])c1ccc(C2CCCC/C2=N/OCc2ccccc2F)c([N+](=O)[O-])c1 (centres undefined)	·	1.4
O=C(NCc1cccnc1)C1c2ccccc2C(=O)N1C1CCCCCC1 (centres undefined)	-8.9	·
O=c1/c(=C\c2cccnc2)sc2nc3ccccc3n12	-29.9	6.3
Cc1ccc(/C=C/c2ccc(=O)n(Cc3ccccc3Cl)n2)cc1	·	1.8
O=C1CCC(C(=O)O)(c2ccccc2)C1 (centres undefined)	-5.8	-11.1
COc1ccc(OCC(=O)Nc2ccc3c(c2)nc(CN2CCCC2)n3C)cc1	·	-12.6
CCC(C)(C(=O)NC1CCCCC1)N(C)C(=O)c1ccc2c(c1)OCO2 (centres undefined)	·	0.6
O=C(Nc1ncc(Cc2ccccc2)s1)C1COc2ccccc2O1 (centres undefined)	·	-33.2
Cn1c(CNS(=O)(=O)c2ccc(F)cc2)n[nH]c1=S	·	-5.4
CO/N=C/NC(=O)c1c(OC)ccnc1Oc1cccc(C(F)(F)F)c1	·	-2.2
Cc1c(-c2ccccc2)c(P(=O)(N2CCOCC2)N2CCOCC2)c2ccccn12	1.3	17.4
CC(C)NC(=O)c1cc2nc(-c3ccco3)cc(C(F)(F)F)n2n1	·	19.9
COc1ccc(O[C@H]2C=C[C@@H](c3ccccc3)O[C@@H]2COC(=O)CCC(C)=NO[C@@H]2O[C@H](COC(C)=O)[C@@H](OC(C)=O)[C@H](OC(C)=O)[C@H]2OC(C)=O)cc1	·	-10.8
Cc1ccc(-n2c(Cc3cccn3C)nnc2SCC(=O)N2CCN(c3ccccc3)CC2)cc1	-11.8	4.4
Cc1nn(C)cc1C1Nc2ccccc2C(=O)N1O (centres undefined)	·	-15.0
Cc1snc(SCC(=O)c2ccc(Cl)cc2)c1C#N	·	7.2
CC(OC(=O)CCCN1C(=O)c2ccccc2C1=O)C(=O)Nc1ncc(Cl)cc1Cl (centres undefined)	-9.4	143.8
C/C(O)=C(/C#N)c1nc2ccccc2[nH]1	-10.8	4.8
Cn1c(C2=C(O)CN(c3ccc4c(c3)OCCO4)C2=N)nc2ccccc21	2.1	-1.5
Cc1ccc(NC(=O)NC(=O)CN2C(=O)NC3(CCc4ccccc43)C2=O)c(C)c1 (centres undefined)	1.9	1.9
CN(C)CC1CSCCC1(O)c1ccc(Cl)cc1 (centres undefined)	·	-0.6
CC1(NC(=O)C23CC4CC(CC(C4)C2)C3)CCS(=O)(=O)C1 (centres undefined)	-2.1	6.4
Cc1sc2nc(NCCO)[nH]c(=O)c2c1C	-3.9	-13.6
Cc1ccc2[nH]c(C)c(/C=N/Nc3nc4ccccc4s3)c2c1	·	7.1
CCOC(=O)c1sc(NC(=O)CSc2nnnn2-c2ccc(C)cc2C)nc1C	32.6	·
O=C(Cc1ccc(-n2cccc2)cc1)NC1CCCCC1	-1.7	-4.0
O=c1nc2n(c3c1oc1ccccc13)Cc1ccccc1-2	-63.9	-4.5
COC(=O)C(CC(=O)Nc1cc(C)ccc1C)Nc1ccccc1OC (centres undefined)	4.8	4.3
COc1ccc(Cn2nnnc2C(c2ccccc2OC)N2CCC(C(N)=O)CC2)cc1 (centres undefined)	-0.2	-2.2
CCC(c1nnnn1Cc1ccco1)N1CCC(C(N)=O)CC1 (centres undefined)	-5.7	·
CSC1=N/C(=C\c2ccc(C)cc2)C(=O)S1	·	-14.8
CC(C)C(=O)N(Cc1cc2ccccc2[nH]c1=O)C(C)(C)C	-11.4	·
Cc1csc(NC(=O)CSc2ncnc3c2cnn3-c2ccccc2Cl)n1	-2.1	2.8
O=S(=O)(Nc1ccc2nc(-c3ccco3)[nH]c2c1)c1ccccc1	-3.6	-8.5
O=C(C1=C[C@@H](c2ccc(C(F)(F)F)cc2)C[C@@H](OCc2ccc(CO)cc2)O1)N1CCN(Cc2ccccc2)CC1	·	1.3
Cc1cccc(C)c1NC(=O)C(c1cccs1)N(Cc1ccco1)C(=O)Cn1nnc2ccccc21 (centres undefined)	-38.3	-1.3

Brought forward from above: 3 compounds, followed by the next part.
SMILES	HIV RNase H inh	RmlCD inh mix
O=S(=O)(Nc1ccc2nc(-c3ccco3)[nH]c2c1)c1ccccc1	-3.6	-8.5
O=C(C1=C[C@@H](c2ccc(C(F)(F)F)cc2)C[C@@H](OCc2ccc(CO)cc2)O1)N1CCN(Cc2ccccc2)CC1	·	1.3
Cc1cccc(C)c1NC(=O)C(c1cccs1)N(Cc1ccco1)C(=O)Cn1nnc2ccccc21 (centres undefined)	-38.3	-1.3
CCSC1=C(C#N)C(c2ccccc2C)CC(=O)N1 (centres undefined)	-5.7	-11.0
O=C(O)c1ccc(Cl)c(NC(=O)C2CCCN2S(=O)(=O)c2cccc3nsnc23)c1 (centres undefined)	-0.7	7.5
CCOc1cc(C=C2C(=O)NC(=O)NC2=O)ccc1OS(=O)(=O)c1ccccc1	·	50.8
COc1ccc(C(=O)N/N=C2/SCC(=O)N2Cc2ccc3c(c2)OCO3)cc1OC	·	13.8
O=C(Nc1nc(-c2ccccc2)cs1)C1CCCN(S(=O)(=O)c2ccccc2)C1 (centres undefined)	14.3	-1.9
C=CC(=O)N1C/C=C\C(c2ccc(OC)cc2)N(Cc2ccc(F)cc2)C(=O)C1 (centres undefined)	·	-0.6
CCN(CC)C(=O)c1ccc(Nc2nnc(C)c3ccccc23)cc1	·	7.4
CN1C(=O)C2(C(C#N)=C(N)Oc3c2oc(CO)cc3=O)c2ccccc21 (centres undefined)	-8.0	5.0
O=c1c2ccccc2nc2n1C(CSc1ccc(Br)cc1)CN2 (centres undefined)	·	-9.0
Clc1ccc2[nH]c(-c3ccccc3)cc2c1	·	-3.7
Cc1cc(Nc2ccccc2)n(C(=O)c2ccc(N)cc2)n1	-17.6	2.5
CS(=O)(=O)N(CC(=O)Nc1ccccc1Sc1ccccc1)C1CCCCC1	·	-13.3
O=C(CN1C(=O)C2CC=C(Cl)CC2C1=O)NCc1ccccc1 (centres undefined)	6.3	-6.3
Cn1cnnc1SCC(=O)Nc1ccc2nc(SCc3ccccc3F)sc2c1	·	-6.3
COc1ccc(C/C(N)=N/OC(=O)C(c2ccccc2)c2ccccc2)cc1OC	·	11.5
Cc1nc2ccc(NC(=O)N3CCSCC3)cc2nc1C	0.8	-8.4
CC(C)(C)c1ccc(C(=O)N2CCCCCC2=O)cc1	·	-5.1
CC(=O)CCS(=O)(=O)c1ccc(NC(C)=O)cc1	·	-2.7
Cc1cc(C)c(S(=O)(=O)Nc2ccc(-c3cn4ccccc4n3)cc2)c(C)c1	·	-12.6
Cc1nn(C)c(C)c1NC(=O)CN1CCC(O)(c2ccc3c(c2)OCO3)CC1	5.0	-10.5
COc1ccc(CCN2C(=O)CC(N3CCOCC3)C2=O)cc1 (centres undefined)	0.4	12.2
CCOC(=O)N1CCN(C(=O)CN(c2cccc(C(F)(F)F)c2)S(C)(=O)=O)CC1	-6.8	10.7
O=C(NCCCn1ccnc1)Nc1ccc(Cl)cc1	8.8	-19.3
O=C(Cc1cccc2ccccc12)N/N=C/c1ccc(Sc2nc3ccccc3s2)o1	·	8.6
Cc1cc(C)n(-c2nc3c(c(=O)[nH]c(=O)n3C)n2Cc2cccc(Br)c2)n1	-11.7	-10.4
COCCN1C(=O)C(CC(=O)Nc2ccc(C(C)=O)cc2)SC1=Nc1ccccc1 (centres undefined)	-3.3	-46.1
COc1cccc(C(=O)Nc2ncc3c(n2)CC(c2ccc(OC)cc2OC)CC3=O)c1 (centres undefined)	0.5	9.7
Cc1ccccc1Nc1ncnc2c1cnn2-c1ccccc1	-4.4	-4.2
CCC(=O)c1cc(-c2nc3ccccc3n2C)n(C)c1	-12.5	0.9
CC(NC(=O)Nc1ccccc1)C(c1cccs1)N1CCN(c2ccccc2)CC1 (centres undefined)	·	10.1
Cn1ccnc1SCC(=O)Nc1ccc2ccccc2c1	-9.8	2.6
Cc1cc(OCCCn2ccnc2)cc(C)c1Cl	-31.0	11.6
O=C(CCCCCN1C(=O)CCC1=O)Nc1ccc(Cl)c(C(F)(F)F)c1	·	2.3
COc1ccccc1N(C(=O)CNS(=O)(=O)c1ccccc1)C(C(=O)NCc1ccco1)C(C)C (centres undefined)	6.1	17.6
CC1=C(C(N)=O)C(c2cccnc2)n2nc(SCc3ccccc3Cl)nc2N1 (centres undefined)	-9.3	-12.6
Clc1ccc(-c2ccc(/C=N/Nc3nncc(-c4ccccc4)n3)o2)cc1	·	4.3
N#Cc1c(N)c(C(=O)c2ccc(Br)cc2)n2c1CCC2	-12.3	-0.5
Cc1ccc2nc(S(=O)(=O)O)[nH]c2c1	1.2	-5.5
CCSc1nnnn1-c1ccccc1	·	-11.0
O=C(CSCc1c(Cl)cccc1Cl)NN1C(=O)c2ccccc2C1=O	·	-34.0
CC1(C(=O)c2ccccc2)C2c3c(ccc4ccccc34)OC(=O)C21C(=O)N1CCOCC1 (centres undefined)	·	30.9
O=C(O)C(O)c1ccco1 (centres undefined)	57.3*	·
CCCCNC(=O)c1c[nH]c2ccc(S(=O)(=O)Nc3ccc(OCC)cc3)cc2c1=O	2.6	·
CCC(=O)Nc1nnc(SCC(=O)c2ccc3c(c2)Cc2ccccc2-3)s1	·	-7.5
COC(=O)c1cn(-c2ccccc2)nc1C(=O)OC	-12.9	9.6
COC(=O)c1sc(NC(=O)c2ccc(OC)cc2OC)nc1C	4.4	7.0
N#CC1=C(N)Oc2cc(Nc3ccccc3)ccc2C1c1ccncc1 (centres undefined)	·	-5.0
CCOc1ccc(-c2nc(=S)[nH][nH]2)cc1	-17.8	23.0
CC(C)(C)OC(=O)C1C(=O)CC(C)(O)C(C(=O)OC(C)(C)C)C1c1ccco1 (centres undefined)	·	6.2
C=CCN(CC=C)c1cnn(-c2nc3ccccc3[nH]2)c(=O)c1Cl	·	8.9
CC(NC(=O)NCC1CCCO1)(C(F)(F)F)C(F)(F)F (centres undefined)	-2.6	-14.0
O=C1NC(=S)N/C1=C/c1cccc([N+](=O)[O-])c1O	·	-3.0
CC(C)c1ccc(C2C(C#N)=C(N)N3C(=C2C#N)Sc2ccccc23)cc1 (centres undefined)	·	6.9
CC(C)[C@H](N)c1nnc(SCC(=O)c2ccc(Cl)cc2)o1	·	-9.5
Cc1nnsc1NC(=O)OCC(C)C	-1.1	-4.9
Cc1ccc(-n2c(-c3cccnc3)n[nH]c2=S)c(C)c1	·	-13.1
COc1ccc(Cl)cc1N(CC(=O)Nc1ccc2c(c1)OCCO2)S(C)(=O)=O	-5.3	0.9
COc1ccc(-c2nnn(CC(=O)Nc3sc4c(c3C#N)CCCC4)n2)cc1	-7.2	3.5
Cn1c(=O)cc(OCCCC(=O)Nc2ccc3c(c2)OCCO3)c2ccccc21	-15.5	-54.2
CCN(CC)CCOC(=O)C(O)(c1ccccc1)c1ccccc1	·	7.0
